Assay outcomes (PubChem BioAssay)
MsrA inhibitor: inhibits bovine methionine sulfoxide reductase A; purified bovine MsrA, absorbance read-out; inhibition, % at 15.5 µM; actives 0.75% (n = 360,000); AID 651718; in the data active means inhibition above about 4.5%;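 further: 0% = vehicle wells with enzyme and 100% = reference inhibitor wells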
STEP inh: STEP (human) phosphatase inhibition | P54829 | recombinant STEP, OMFP fluorogenic substrate, fluorescence | inhibition, % at 20 µM | actives 0.25% (n = 360,000);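 active means inhibition at 20 µM, scaled per plate between control wells, above about 37%, limit read from the data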;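 further: 0% = DMSO with enzyme and substrate and 100% = substrate only without enzyme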
Target sequence (P54829 whole entry, looked up): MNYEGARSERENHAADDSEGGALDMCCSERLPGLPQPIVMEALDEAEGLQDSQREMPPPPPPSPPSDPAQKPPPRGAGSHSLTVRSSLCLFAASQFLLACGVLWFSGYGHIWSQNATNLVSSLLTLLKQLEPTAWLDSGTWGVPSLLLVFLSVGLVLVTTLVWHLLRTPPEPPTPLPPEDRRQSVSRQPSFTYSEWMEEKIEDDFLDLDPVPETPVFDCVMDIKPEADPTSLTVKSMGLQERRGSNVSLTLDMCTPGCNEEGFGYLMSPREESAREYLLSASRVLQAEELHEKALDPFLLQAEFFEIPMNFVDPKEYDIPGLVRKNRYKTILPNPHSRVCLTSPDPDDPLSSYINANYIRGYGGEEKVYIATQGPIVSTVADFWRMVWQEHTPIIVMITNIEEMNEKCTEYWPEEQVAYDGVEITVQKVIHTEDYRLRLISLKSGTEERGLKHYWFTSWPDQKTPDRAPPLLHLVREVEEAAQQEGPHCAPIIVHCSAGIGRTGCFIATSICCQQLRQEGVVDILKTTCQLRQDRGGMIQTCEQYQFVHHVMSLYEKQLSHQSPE
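Assay system: isolated STEP enzyme. Buffer or medium: pH 6.0 Bis-Tris with DTT and Tween 20. Also added: fluorogenic phosphatase substrate OMFP at 25 µM final. Dosing: 20 µM, 1% DMSO. Timing: 20 min reaction, room temperature, in the dark. Measured by: fluorescence intensity, excitation 480 nm, emission 540 nm. Evaluation: normalized % inhibition.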
SUMO1 PPI mod: modulators of human SUMO1-mediated protein-protein interactions; P63165; SUMO1 binding to a labelled peptide, TR-FRET, 1 h; inhibition, % at 20 µM; actives 0.33% (n = 360,000); AID 602429; in the data active means inhibition above about 37%
Target sequence (P63165 whole entry, looked up): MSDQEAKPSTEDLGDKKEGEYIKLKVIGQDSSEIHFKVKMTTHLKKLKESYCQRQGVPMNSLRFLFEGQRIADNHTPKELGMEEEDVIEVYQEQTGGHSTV
LMPTP inh: blocks human LMPTP phosphatase; P24666; recombinant LMPTP-A, OMFP fluorogenic substrate, fluorescence intensity; inhibition, % at 20 µM; actives 0.22% (n = 360,000); AID 651560;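 active means compounds that cut the enzyme signal by at least half of the control window in the single-dose screen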;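 further: plate controls were DMSO wells with enzyme plus substrate for no effect and substrate without enzyme for full effect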
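Buffer or medium: Bis-Tris pH 6.0, DTT, detergent; Assay system: LMPTP-A enzyme; Quantity: 0.625 nM enzyme; Detection: endpoint fluorescence intensity; Times: 50 min dark incubation at room temperature; Controls: substrate-only low control, DMSO enzyme-plus-substrate high control; Doses: single 20 µM dose; Read-out: percent inhibition versus substrate-only and uninhibited controls; Reagent: 400 µM OMFP.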
CSN deneddyl inh: CSN deneddylation inhibition; Q92905; actives 0.38% (n = 360,000); inhibition, % at 12.5 µM; AID 651999; Purified CSN, SCF-Nedd8-OG deneddylation, fluorescence polarization;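 active means pattern-corrected inhibition above about 35%, with an unprinted fluorescence ratio check between 0.5 and 1.5, limit read from the data, passing the limit was not always enough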;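 further: 0% = enzyme with substrate and 100% = substrate without enzyme; some results filed as inactive read as strong as hits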
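Material: purified human Csn5 enzyme expressed in HEK293T cells / Medium: Tris buffer pH 7.5, NaCl, DTT, Tween-20, trehalose, ovalbumin / Compound dosing: 12.5 µM single point / Schedule: 90 min incubation of compound, enzyme and substrate at room temperature / Signal: fluorescence polarization of the substrate / Control set: no-enzyme wells high, enzyme-with-substrate wells low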
DNMT1 block: DNMT1 (human) enzyme inhibition; P26358; DNMT1 molecular beacon, Hinp1I cleavage, fluorescence; inhibition (reported as % activation of signal), % at 10 µM; actives 0.83% (n = 360,000); in the data active means inhibition above about 50%
Tb MetRS inh: blocks T. brucei methionyl-tRNA synthetase activity. inhibition, % at 11.9 µM. actives 0.4% (n = 360,000). purified T. brucei MetRS, ATP depletion, Kinase-Glo luminescence;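 active means inhibition above a per-plate cutoff of the control wells' mean inhibition plus 3 SD, cut at about 5.5% in these data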;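 further: 0% = DMSO wells median and 100% = median of wells with control inhibitor compound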
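Measured by: Kinase-Glo luciferase luminescence reporting remaining unconsumed ATP. Material: purified T. brucei MetRS enzyme. Doses: 11.9 µM compound single dose, 0.9% DMSO. Medium: HEPES buffer containing pyrophosphatase, BSA, spermine, DTT. Times: 15 min preincubation, 2 h reaction, all 25 °C. Reagent: methionine, ATP and bulk E. coli tRNA.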
Scp1 inh: blocks human Scp-1 phosphatase activity. Q9GZU7. Recombinant Scp1, phosphopeptide, malachite green phosphate absorbance. inhibition, % at 20 µM. actives 0.88% (n = 340,000);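 active means inhibition above about 50% at 20 µM, limit read from the data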;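 further: plate controls were DMSO wells with enzyme for no effect and wells lacking enzyme for full effect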
Target sequence (Q9GZU7 76-261 limits assumed): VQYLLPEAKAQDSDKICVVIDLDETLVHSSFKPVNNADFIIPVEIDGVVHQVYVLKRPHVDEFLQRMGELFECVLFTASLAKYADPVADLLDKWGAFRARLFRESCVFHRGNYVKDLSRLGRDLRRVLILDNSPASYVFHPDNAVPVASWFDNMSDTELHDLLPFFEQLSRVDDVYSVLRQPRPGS
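Times: enzyme reaction 45 min at room temperature, colour 5 min, stabilisation 30 min. Material: SCP-1 catalytic fragment, aa 76-261. Medium: Acidic Tris acetate buffer with magnesium and detergent. Signal: colorimetric free-phosphate detection, absorbance 630 nm. Read-out basis: % inhibition of SCP-1 phosphate liberation. Reagent: Phosphorylated 17-residue peptide substrate.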
NadD inh: blocks S. aureus nicotinate mononucleotide adenylyltransferase | purified NadD enzyme, colorimetric absorbance read-out | actives 0.78% (n = 360,000) | inhibition, % at 20 µM | AID 602399; in the data active means inhibition above about 26%; further: some compounds past the cut are filed as inactive
Rpn11 inh: inhibitors of human proteasome Rpn11. human 26S proteasome, Ub4-pepOG fluorescence polarization; 20S core pre-blocked with epoxomicin. calls only at 20 µM. actives 0.59% (n = 360,000). O00487;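 active means inhibition at 20 µM, scaled to each plate's controls, above about 33%, limit read from the data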
Active calls of the source: *; i = inactive; / = not tested or not shown; + = active, no number.

| SMILES | MsrA inhibitor | STEP inh | SUMO1 PPI mod | LMPTP inh | CSN deneddyl inh | DNMT1 block | Tb MetRS inh | Scp1 inh | NadD inh | Rpn11 inh |
| --- | --- | --- | --- | --- | --- | --- | --- | --- | --- | --- |
| CC(C)(CC(=O)O)Cc1nc(-c2ccc(Cl)cc2)no1 | 0.0 | 3 | 3 | -0.5 | -6 | 3 | 0.3 | -6 | 1 | i |
| CCCn1c(SCC(=O)N2CCCC(C)C2)nnc1-c1cccnc1 (configuration not stated) | -0.3 | 2 | -2 | -0.7 | 0 | 3 | 0.1 | -8 | 0 | i |
| O=C(/C=C\Nc1ccc2c(c1)OCO2)c1ccccn1 | 2.2 | 3 | -6 | 1.1 | -2 | 2 | -1.8 | 3 | -6 | i |
| O=C(O)C1Cc2ccccc2CN1C(=O)COc1ccc(Cl)cc1Cl (configuration not stated) | 0.5 | 1 | 12 | -1.9 | -7 | 6 | 0.4 | 30 | -4 | i |
| COc1ccc(CCNC(C)=O)cc1 | 0.1 | -1 | -4 | 0.1 | 2 | 3 | 0.7 | 1 | -1 | i |
| O=C(COC(=O)CNC(=O)c1cccc(Br)c1)Nc1nnc(-c2ccccc2)o1 | -0.3 | -2 | 0 | -0.8 | -2 | 1 | -0.2 | -6 | 0 | i |
| CC1=CC(C)C(=O)N(C)C(C)=C1 (configuration not stated) | -1.9 | 1 | -1 | -1.4 | 5 | 0 | -0.2 | / | -6 | i |
| COc1cccc(NC(=S)NN=C2CCC(C(C)(C)C)CC2)c1 (configuration not stated) | 0.8 | 1 | -7 | 1.9 | 8 | -3 | -0.5 | 2 | -2 | i |
| COc1ccccc1CC(=O)N1CCCc2ccccc21 | 0.4 | -2 | 3 | -0.5 | 1 | -1 | -0.2 | 3 | 0 | i |
| COc1ccc(S(=O)(=O)N(C)c2ccc(C(=O)N3CCCCC3)cc2)cc1 | 0.6 | 0 | -1 | 0.2 | 2 | 2 | -0.3 | -8 | 3 | i |
| CCn1c(C)nc2cc(C#N)ccc21 | -1.3 | 0 | 2 | -2.0 | 2 | 7 | 1.0 | -3 | -5 | i |
| O=S1(=O)C=C[C@@H](COCc2ccccc2)N1Cc1ccc(Br)cc1 | 1.3 | 0 | 1 | 0.2 | 0 | -1 | -1.3 | / | -13 | i |
| O=C(NCCc1ccc(Cl)cc1)C1CCN(C(=O)N2CCOc3ccccc32)CC1 | -0.2 | -3 | 0 | 0.1 | 2 | -5 | -0.5 | -1 | 1 | i |
| CCCCCCCCCCCCCCCC(O)C[N+](C)(C)CCO (configuration not stated) | -2.1 | 4 | -176 | -3.5 | 3 | 1 | -0.5 | 82* | 13 | + |
| COC(=O)Cc1c(C)c2ccc(OCC(=O)N3CCC(C)CC3)c(C)c2oc1=O | 1.0 | 0 | -7 | -1.2 | 4 | 1 | -0.7 | -5 | 1 | i |
| COc1cc(CNCC(C)C)cc(Br)c1OCC(=O)Nc1ccccc1 | -0.7 | 1 | 0 | 0.4 | 2 | 87* | 0.6 | -2 | -1 | i |
| O=C(CCn1cccc1)NC1CCCc2ccccc21 (configuration not stated) | -0.5 | -2 | -1 | -1.2 | 0 | 1 | -0.7 | -2 | -7 | i |
| CCOn1c(=O)c(=O)n(OC)c2ccccc21 | 0.5 | 0 | -4 | -1.6 | -5 | 0 | -0.6 | -8 | -3 | i |
| Cc1ccc(S(=O)(=O)N2CCN(C(=O)CCn3cncn3)CC2)cc1C | -0.2 | 0 | 1 | -0.2 | -3 | 0 | -0.8 | -3 | 6 | i |
| N#Cc1cc(C(=O)c2cc(Br)ccc2O)cn(C2CC2)c1=O | 1.2 | 0 | -1 | -0.3 | 5 | 1 | 0.4 | -9 | -4 | i |
| O=C(NCc1ccccc1Cl)C1CCN(C(=O)c2sccc2-n2cccc2)CC1 | -0.9 | 4 | 4 | -2.1 | 6 | -3 | -0.3 | -9 | -3 | i |
| Cc1cccc(/C=N/c2sc3c(c2C(=O)OC(C)(C)C)CCN(C)C3)c1O | -0.6 | 5 | -2 | -1.3 | 0 | -2 | -0.1 | -12 | -14 | i |
| N#C/C(=C\c1cccnc1)C(=O)Nc1ccc(O)cc1F | 3.0 | 0 | 5 | 0.0 | 1 | -4 | -0.1 | -16 | -1 | i |
| O=C(COc1ccccc1C(=O)NCC1CCCO1)Nc1ccc(Cl)cc1Cl (configuration not stated) | -0.3 | 2 | -2 | -0.7 | -7 | -2 | 0.4 | -14 | -3 | i |
| Cc1ccc(-c2nnc3n2CCCCC3)cc1 | -0.6 | -7 | 3 | -3.5 | -3 | -1 | -0.3 | -15 | -3 | i |
| CCCCCCC(C)n1[nH]c(=O)c2c(C)cc(=O)[nH]c21 (configuration not stated) | 1.0 | -2 | 0 | -0.4 | 1 | 2 | -0.9 | 9 | -2 | i |
| CCn1ccnc1C(O)c1cccc2ccccc12 (configuration not stated) | -0.3 | 0 | 3 | -1.4 | 0 | 5 | -0.1 | 1 | -2 | i |
| O=C(O)c1ccc(Cn2cnc3sc4c(c3c2=O)CCCC4)cc1 | -0.9 | -1 | 3 | 0.2 | 2 | 0 | 2.0 | -1 | -6 | i |
| COCC(=O)N=Nc1c(O)[nH]c2ccccc12 | 3.3 | 0 | -13 | 0.1 | 5 | 0 | 0.2 | -2 | -2 | i |
| COc1ccc(NC(=O)C2C(=O)N(C)C3(C)CC2c2ccccc2O3)cc1 (configuration not stated) | -0.1 | -3 | -5 | -2.2 | -5 | 0 | -0.6 | -8 | 0 | i |

Later entries:
| SMILES | MsrA inhibitor | STEP inh | SUMO1 PPI mod | LMPTP inh | CSN deneddyl inh | DNMT1 block | Tb MetRS inh | Scp1 inh | NadD inh | Rpn11 inh |
| --- | --- | --- | --- | --- | --- | --- | --- | --- | --- | --- |
| Cc1ccc(COn2c(-c3ccc(Cl)cc3)nc3ccc([N+](=O)[O-])cc32)cc1 | 0.2 | 3 | -12 | 1.1 | 4 | -1 | 1.0 | -10 | 1 | i |
| Cc1ccc(S(=O)(=O)N2CCC(C(=O)NNC(=O)c3ccc(F)cc3)CC2)cc1 | -1.3 | -2 | 3 | -2.2 | -12 | -1 | 0.1 | -3 | 2 | i |
| CCCS(=O)(=O)Nc1ccc2cn[nH]c2c1 | 0.8 | -1 | 2 | -1.3 | -1 | -3 | 1.9 | -4 | 0 | i |
| O=C(Nc1ccc2c(c1)OCCO2)c1coc2ccccc2c1=O | 0.6 | -4 | -4 | 1.6 | 23 | 0 | 0.7 | -5 | -4 | / |
| S=C(c1ccc(-c2ccccc2Cl)o1)N1CCOCC1 | / | 10 | -9 | 5.4 | 0 | -1 | -0.4 | -7 | 2 | i |
| COc1ccc(C(=O)CSc2nccc(=O)[nH]2)cc1 | 0.3 | -5 | 4 | 0.6 | 1 | 3 | 0.0 | -4 | 6 | i |
| CCCCCC(O)CCC(=O)NNC1=CC(=O)CC(C)(C)C1 (configuration not stated) | -1.4 | 0 | 2 | -1.2 | -9 | -1 | -0.6 | -10 | -5 | i |
| CC(C)(C)c1ccc(NC(=S)NCc2cccs2)cc1 | 0.0 | 1 | 1 | 2.4 | 2 | -6 | -0.4 | -23 | -3 | i |
| c1ccc2c3c([nH]c2c1)CCNC3 | 0.4 | -1 | -28 | 19 | 3 | -8 | 2.9 | -7 | -3 | i |
| COc1cc(S(=O)(=O)Nc2cccnc2)ccc1F | 1.8 | -3 | -3 | -1.3 | -7 | -1 | -1.8 | 2 | 2 | i |
| O=C(CNS(=O)(=O)c1ccccc1F)NNC(=O)c1ccc(Br)cc1 | 1.1 | 1 | 1 | -0.2 | -1 | 4 | -0.3 | -9 | 3 | i |
| Cc1ccc2c(CN3CCCCC3)cc(=O)oc2c1C | 0.0 | -2 | -1 | -0.7 | 1 | 7 | -0.4 | -3 | 0 | i |
| CCOC(=O)C1=C(COC(=O)CCc2ccccc2)NC(=O)NC1C (configuration not stated) | 0.2 | -4 | -6 | -0.5 | -2 | -5 | -0.2 | -4 | -4 | i |
| CC(=O)N1CCc2cc(S(=O)(=O)NCC(=O)NCc3ccccc3Cl)ccc21 | -0.2 | -2 | -2 | 0.2 | 0 | -2 | 0.3 | -8 | -3 | i |
| COc1ccc(N(CC(=O)NC2CCCCC2)C(=O)CCC(=O)Nc2nc(C)cs2)cc1OC | -0.1 | 2 | 7 | -0.4 | 0 | 0 | 0.3 | -1 | 0 | i |
| Cc1ccc(Nc2c(-c3ccc(C)o3)nc3ncccn23)cc1 | 2.3 | 6 | -13 | -0.3 | -1 | -3 | 0.0 | -8 | -1 | i |
| O=C(C1CCCCC1)N1CCN(c2ccccc2F)CC1 | 0.3 | 2 | 2 | -2.6 | -3 | 2 | 0.1 | -7 | 0 | i |
| CCOc1nc(N2CCCCC2)nc(-n2cc(-c3ccccc3)nn2)n1 | -1.3 | -1 | -4 | -3.8 | -4 | -12 | 1.1 | -8 | -2 | i |
| CCOC(=O)c1cc(C#N)c(N2CCCCC2)nc1-c1ccccc1 | -0.1 | 4 | -3 | 5.0 | 2 | 0 | -1.4 | -11 | 6 | i |
| N#Cc1c(NC(=O)c2cc(C3CC3)on2)sc2c1CCC2 | 0.9 | 2 | -3 | 0.6 | -3 | 0 | -1.7 | 10 | -2 | i |
